Screening results deposited in PubChem BioAssay by Sanford-Burnham Center for Chemical Genomics.
DUSP3 inh: VHR1 (DUSP3) phosphatase inhibition; recombinant VHR phosphatase, colorimetric substrate read-out; inhibition, % at 20 µM; 50,000 tested, 0.7% active; AID 1992; in the data active = inhibition above about 60%; note: some results filed as inactive read as strong as hits
Target sequence (P51452 whole entry, looked up): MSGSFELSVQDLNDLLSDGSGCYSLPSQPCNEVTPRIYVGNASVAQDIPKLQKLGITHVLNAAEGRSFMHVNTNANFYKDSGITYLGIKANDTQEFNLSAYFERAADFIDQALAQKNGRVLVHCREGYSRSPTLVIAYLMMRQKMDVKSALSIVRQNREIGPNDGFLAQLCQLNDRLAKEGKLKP
* hit, by the source's call.

SMILES	DUSP3 inh
COc1ccc(/C=C2\CC3C4CC=C5CC(O)CCC5(C)C4CCC3(C)C2O)cc1 (centres undefined)	-8
COc1ccc(NC(=O)C2COc3ccccc3O2)c(OC)c1 (centres undefined)	9
Cc1ccc(OCC(=O)Nc2ccc3oc(-c4cccnc4)nc3c2)cc1	7
O=C(c1ccccc1)N1CCN(c2ccc(Cl)cc2)CC1	-2
Cn1c(=O)c(-c2ccccc2N)nc2ccccc21	6
O=C(Nc1ccccc1Cl)Nc1cccc2cccnc12	-10
O=C(O)C(Cc1ccccc1)N1C(=O)/C(=C/c2ccccc2Cl)SC1=S (centres undefined)	-34
O=C(N/N=C/c1ccc(OC(=O)c2ccco2)cc1)c1ccncc1	-16
CC1=C(C(=O)OC2CCCC2)C(c2ccccc2[N+](=O)[O-])C2=C(CC(C)(C)CC2=O)N1 (centres undefined)	-7
Cn1cccc1CN1CCN(C(=O)c2cccc(Cl)c2)CC1	10
CCOC(=O)COc1c(Br)cc(/C=C(\C#N)c2nn(CCO)c(N)c2C#N)cc1OCC	-4
CCOc1ccc(NC(=O)c2cccc3c(Br)cccc23)cc1	-58
CSc1nc(-c2ccccc2)nc(N)c1C(C)=O	-3
CCN(CC)c1ccc(NC(=O)CCCOc2ccccc2)cc1	4
COc1ccc(/C=C/C(=O)Nc2ccc3nn(-c4ccc(F)cc4)nc3c2)cc1	-13
COCCNC(=O)C(=O)NCc1ccc(C)cc1	-10
CC(C)(C)C(=O)NNC(=O)c1cc(Cl)ccc1O	5
COc1cccc(C2C(C(=O)OC3CCCC3)=C(C)NC3=C2C(=O)CC(C)(C)C3)c1 (centres undefined)	-6
COC(=O)c1cc(C(=O)Nc2ccc(Br)cc2F)cc([N+](=O)[O-])c1	-27
Cc1nc(NNC(=O)c2ccc(Cl)cc2)cc(-c2ccccc2)n1	-46
COc1ccc(-c2cc(/N=C/C(C(C)=O)=C(\C)O)n(-c3ccccc3)n2)cc1	-53
COC(=O)CN1C(=O)Nc2ccc(Br)cc2C1c1ccccc1Cl (centres undefined)	4
CCCCOc1ccc2nsnc2c1Cl	-12
NS(=O)(=O)c1cccc(C(=O)Nc2ccc([N+](=O)[O-])cc2)c1	7
CC(C)OC(=O)C(C(=O)C(F)(F)F)c1cc(NS(=O)(=O)c2ccc(Cl)cc2)ccc1O (centres undefined)	-7
O=C1C(Nc2ccccc2)=CC(c2cccc([N+](=O)[O-])c2)N1c1ccccc1 (centres undefined)	13
CC(C)(CNC(=O)c1cccnc1)CNC(=O)c1cccnc1	-16
COc1cc(OC)c(OC)cc1CN1CCN(C2CCC(C)CC2)CC1 (centres undefined)	13
C=CCSc1nc2sc3c(c2c(=O)n1CCc1ccccc1)CC(C)(C)OC3	-2
CCOc1cc(OCC)cc(C(=O)Nc2cccc(S(N)(=O)=O)c2)c1	-5
CC(C)(C)C1CCc2c(sc(NC(=O)c3ccncc3)c2C#N)C1 (centres undefined)	-21
O=C(CSC1CC(=O)N(c2ccc(C(=O)O)cc2)C1=O)Nc1ccc(Cl)cc1 (centres undefined)	1
Cc1cc(C=C2C(=O)NC(=S)NC2=O)c(C)n1-c1ccc(N2CCOCC2)cc1	-3
Cc1cccc(N2C(=O)NC(=O)/C(=C/c3ccc(-c4ccc([N+](=O)[O-])cc4C)o3)C2=O)c1	39
CN=C(Nc1cccc(Cl)c1)SC1CC(=O)N(c2ccccc2F)C1=O (centres undefined)	-6
COc1ccc(/C(C)=N/N=C2/NC(=O)C(CC(=O)Nc3cccc([N+](=O)[O-])c3)S2)cc1 (centres undefined)	-7
COc1ccc(/C=N/NC(=O)Cn2cnc3ccccc32)c(OC)c1OC	-1
Cc1ccc(C(=O)O)cc1NC(=O)c1ccc2c(c1)C(=O)N(c1ccc([N+](=O)[O-])cc1)C2=O	11
COc1ccccc1OC(=O)Nc1ccc(Cl)cc1	-8
Cc1c(NC(=S)NC(=O)c2ccco2)cccc1-c1nc2ccccc2s1	-7
Cc1cc(C)n(C(=O)c2cc(-c3ccccc3)nc3ccccc23)n1	8
O=S(=O)(NCCSc1nc2ccccc2[nH]1)c1ccccc1	5
CCOC(=O)C1=C(C)NC(=S)NC1C1CC=CCC1 (centres undefined)	4
Cc1c(C(=O)OC(C)C)sc(NC(=O)/C=C/c2ccco2)c1C(N)=O	-16
CCOc1cc(C(=O)NCC2CCCO2)cc(OCC)c1OCC (centres undefined)	-4
Nc1nonc1-n1nnc(CN2CCCCCC2)c1CN1CCCCCC1	-12
COc1ccc(/C=C2\CCc3ccccc3C2=O)cc1OC	-9
Cc1ccc(S(=O)(=O)Nc2nc(O)c(C3=c4cc(Cl)ccc4=NC3=O)s2)cc1	10

Entries from the list above that have a thiophene ring, fused or not:
SMILES	DUSP3 inh
C=CCSc1nc2sc3c(c2c(=O)n1CCc1ccccc1)CC(C)(C)OC3	-2
CC(C)(C)C1CCc2c(sc(NC(=O)c3ccncc3)c2C#N)C1 (centres undefined)	-21
Cc1c(C(=O)OC(C)C)sc(NC(=O)/C=C/c2ccco2)c1C(N)=O	-16

Going on with the list:
SMILES	DUSP3 inh
N#CCOc1ccccc1/C=C/c1[nH]c(=O)[nH]c(=O)c1[N+](=O)[O-]	1
Cc1ccc(OCc2nc(-c3ccncc3)no2)c(Br)c1	-5
Cc1nnc(N/N=C/c2ccc(Br)cc2)[nH]c1=O	-8
Cc1cc(C)cc(C(=O)Nc2nnc(C)s2)c1	-8
Cc1cccc(-c2nnc(NC(=O)Nc3ccccc3)s2)c1	-6
O=[N+]([O-])c1ccc(NS(=O)(=O)c2cccs2)cc1	-48
N#C/C(=C/c1ccc(-c2ccc3c(c2)C(=O)NC3=O)o1)C(N)=O	21
O=C(O)/C=C/C(=O)Nc1ccc2c(c1)C(=O)c1ccccc1C2=O	9
COc1nc(-c2ccccc2)cc(-c2ccc(OC)c(OC)c2)n1	15
O=C(NCCNc1ccc(Cl)cc1[N+](=O)[O-])c1cccc2ccccc12	-2
Cc1cccc(CC2SC(=Nc3ccc(Cl)cc3)NC2=O)c1 (centres undefined)	-26
Cc1ccc(Br)cc1S(=O)(=O)N1CCN(C)CC1	-10

An excerpt from the list above:
SMILES	DUSP3 inh
Cc1cccc(CC2SC(=Nc3ccc(Cl)cc3)NC2=O)c1 (centres undefined)	-26
Cc1ccc(Br)cc1S(=O)(=O)N1CCN(C)CC1	-10

Reprinted at random: five records from the list, in no set order.
SMILES	DUSP3 inh
CC(C)OC(=O)C(C(=O)C(F)(F)F)c1cc(NS(=O)(=O)c2ccc(Cl)cc2)ccc1O (centres undefined)	-7
Cc1c(C(=O)OC(C)C)sc(NC(=O)/C=C/c2ccco2)c1C(N)=O	-16
Cc1ccc(C(=O)O)cc1NC(=O)c1ccc2c(c1)C(=O)N(c1ccc([N+](=O)[O-])cc1)C2=O	11
CCN(CC)c1ccc(NC(=O)CCCOc2ccccc2)cc1	4
O=C(N/N=C/c1ccc(OC(=O)c2ccco2)cc1)c1ccncc1	-16

(further entries)
SMILES	DUSP3 inh
COc1ccc(C2(C)C(=O)c3ccccc3C2=O)cc1	5
Cn1c(=O)cc(Nc2ccc(Cl)cc2)[nH]c1=O	-1
CC(C)Oc1ccc(NC(=O)CSc2nnnn2-c2ccccc2)cc1	-29
Cc1nc2c(Cl)cc(Cl)cc2c(=O)n1-c1ccccc1F	-2
COCCCNC(=O)COc1ccc(C)cc1Br	-16
Cc1cccc(N2CCN(C(=S)c3ccc(-c4ccc(Cl)cc4Cl)o3)CC2)c1	-4
O=C(/C=C/c1ccccc1)Nc1nnc(-c2ccccc2)s1	-3
Cc1ccc(NCCC(=O)c2cccc([N+](=O)[O-])c2)cc1Cl	6
O=C(Nc1cccc([N+](=O)[O-])c1)C1C2C3CCC(C3)C12 (centres undefined)	-13
CC(=O)CC(=O)Nc1cc(C)ccc1C	-18
CCOc1cc2oc(=O)cc(-c3ccccc3)c2cc1CC	4
Cc1cccc(-n2c(-c3ccc(Cl)cc3Cl)nc3ccccc3c2=O)n1	-7

Part of the list above, field by field.
CC(C)Oc1ccc(NC(=O)CSc2nnnn2-c2ccccc2)cc1
  DUSP3 inh = -29
Cc1nc2c(Cl)cc(Cl)cc2c(=O)n1-c1ccccc1F
  DUSP3 inh = -2

The results go on.
SMILES	DUSP3 inh
CCOC(=O)c1c(NC(=O)c2ccc(OC)cc2OC)sc2c1CCCCC2	-2
C=CCC1(O)C(C)C(c2ccccc2)NC(c2ccccc2)C1CCC (centres undefined)	-16
Cc1ccc(C(=O)N/C(=C\c2cccs2)C(=O)NCC(C)C)cc1	-41
CCOC(=O)c1sc(NC(=O)c2cc([N+](=O)[O-])ccc2Cl)c(C(=O)OCC)c1C	-56
COc1ccc2nc(NS(=O)(=O)c3ccc(Cl)cc3)c(Nc3ccc(NC(C)=O)cc3)nc2c1	0
Cc1sc2nc(-c3ccc(OC(C)C)cc3)[nH]c(=O)c2c1C	6
Cc1cccc(/C(N)=N/OC(=O)c2ccccc2Br)c1	2
O=C(/C=C/c1ccc([N+](=O)[O-])cc1)N1CCc2ccccc2C1	9
O=C(Nc1ccc2nn(-c3ccc(Cl)cc3)nc2c1)c1ccccn1	11
O=[N+]([O-])c1ccc(N2CCOCC2)cc1NCCOc1ccc(F)cc1	8
CCOc1cc(/C=C2\C(=O)NN(c3ccccc3)C2=O)cc(Cl)c1O	26
O=C(/C=C/c1ccccc1)NC(=S)Nc1ccc2ccccc2c1	-23
Cc1cc2ncn(C(=O)c3cccc(I)c3)c2cc1C	-17
Cc1ccc2nsnc2c1NC(=O)c1ccc2c(c1)OCCO2	-8
COc1ccccc1CNC(=O)/C=C/c1ccc([N+](=O)[O-])cc1	7
COc1ccc(C2=C/C(=C/c3ccc([N+](=O)[O-])o3)C(=O)O2)c(OC)c1	-7
O=S(=O)(Nc1ccc(OCc2ccccc2)cc1)c1ccc2ccccc2c1	-8
CCOc1ccc(-c2cc(C)n3nc(C(N)=O)cc3n2)cc1	7
CCC(C#CCN(CC)CC)OC(C)=O (centres undefined)	-17
O=C(Nc1ccc2c(c1)OCCO2)C(Sc1ccccc1)c1ccccc1 (centres undefined)	-3
O=C(Nc1ccc(Cl)c(-c2nc3ccccc3[nH]2)c1)c1cc2ccccc2o1	-4
CCNC(=O)C1COc2ccccc2O1 (centres undefined)	-54
COc1ccc(NC(=O)c2cc(Br)ccc2Cl)cc1OC	5
CC(C)CC(=O)N1CCN(CCCc2ccccc2)CC1	-17
O=C(c1ccc([N+](=O)[O-])cc1)c1ccc2c(c1)OCCCO2	-4
COc1cc(OC)cc(C(=O)Nc2ccc(-c3ccc(NC(=O)c4cc(OC)cc(OC)c4)c(OC)c3)cc2OC)c1	-2
Nc1ccc(-c2nc3ccc(-c4nc5ccccc5o4)cc3[nH]2)cc1	4
COc1ccc(NC(=O)COc2ccc(Br)c(C)c2)cc1OC	-4
C=CCNC(=O)c1c(NC(=O)c2ccccc2C)sc2c1CCCCC2	-10
CCSc1nnc(NC(=O)c2ccco2)s1	-17
CC(=O)c1cccc(NC(=O)c2ccc(C)c(C)c2)c1	-7
CCc1ccc(CN2CCN(Cc3cc(Br)ccc3O)CC2)cc1	-1
CC(/C=C/c1ccc2c(c1)OCO2)=N\NC(=O)C(O)c1ccccc1 (centres undefined)	-12
COc1ccc(C(CC(=O)N2CCOCC2)c2ccccc2)cc1 (centres undefined)	1
CC(Cc1ccccc1)N=C1NS(=O)(=O)c2cc([N+](=O)[O-])ccc21 (centres undefined)	-21
COc1ccc(OC)c(NC(=O)CCc2ccccc2)c1	-7
COc1ccc(S(=O)(=O)N2CCN(Cc3ccc(OC)c(OC)c3OC)CC2)cc1	-18
COc1ccccc1CCN(Cc1ccco1)Cc1ccco1	4
O=C1c2ccccc2C(=O)C1(c1ccccc1)[N+](=O)[O-]	-14
CCOC(=O)c1c(NC(=S)NC(=O)c2ccccc2)sc2c1CC(C)CC2 (centres undefined)	-12
CCc1c(-c2ccc(Cl)s2)nc2ccc(Br)cc2c1C(=O)O	1
O=C1C2C(c3ccccc3Cl)OC3(C(=O)c4ccccc4C3=O)C2C(=O)N1c1ccccc1C(F)(F)F (centres undefined)	-13
C=CCNC(=O)CN(Cc1ccccc1)S(=O)(=O)c1ccc(OC)cc1	2
Cc1ccc(C2Nc3ccccc3C(=O)N2Cc2ccco2)cc1 (centres undefined)	-2
CCOC(=O)/C(C#N)=C1/C=C(c2ccccc2)N=C(c2ccccc2)N1	-20
Cc1ccc(N2C(=O)NC(=O)/C(=C\c3ccc(-c4ccc(C)c([N+](=O)[O-])c4)o3)C2=O)cc1	-11
O=C1NN(c2ccc(Cl)c(Cl)c2)C(=O)/C1=C/c1cccn1-c1ccc([N+](=O)[O-])cc1	-27
O=C1C2CCN(CC2)C1Cc1ccccc1O (centres undefined)	3
CCCCC1(C(=O)O)CC(C)=C(C)CC1C(=O)O (centres undefined)	-19
COc1ccc2nc(NC3=NC(c4ccccc4)CC(=O)N3)nc(C)c2c1 (centres undefined)	6
COc1ccc(C2/C(=C(\O)c3ccc(F)cc3)C(=O)C(=O)N2CCCCCC(=O)O)cc1 (centres undefined)	-10
CCCCN1C(=O)/C(=C/c2cccc3ccccc23)SC1=S	10
Cc1cccc(/C=C2\C(=O)NC(=O)N(c3ccc(Cl)cc3)C2=O)c1	-4
COc1ccc(-n2c(SCC(=O)Nc3ccccc3C)nc(O)cc2=O)cc1	-5
O=C(Cc1ccccc1)N1N=CCC1(O)c1ccc(Cl)cc1 (centres undefined)	3
Cc1nc(SCC(=O)c2ccccc2)c(C#N)c(-c2cccc(Cl)c2)c1C(=O)Nc1ccccc1	-1

A portion of the library, so the mix of outcomes need not match the whole.
